# Assay outcomes as filed in PubChem BioAssay.
# ELG1 DNA repair: qHTS screen for small molecules that inhibit ELG1-dependent DNA repair in human embryonic kidney (HEK293T) cells expressing luciferase-tagged ELG1; HEK293T ELG1-luciferase reporter, luminescence, 16 h; DNA damage induced by 5-fluorouridine; Potency, µM (titrated, usually from 46.1 µM), for inactives: top-dose activity change, negative = inhibition, most hits filed as inhibitors; 330,000 compounds, 2.3% hits; AID 504467, 2011; note: potency is the fitted concentration of half-maximal effect; % is set by controls: 0 for no effect and ±100 for the full control effect; nearly all actives have a fitted effect of over 55% in size
#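 Luminescence from the luciferase reporter, measured 30 min after ONE-Glo reagent at room temperature, was the read-out. Beforehand, 2,000 cells per well were exposed for 16 hr at 37 °C to 5-fluorouridine together with compound or vehicle.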
# KCNH2 WT inh: qHTS for Inhibitors of KCHN2 3.1: Wildtype qHTS; Voltage-gated inwardly rectifying potassium channel KCNH2 (Homo sapiens), Q12809; U2OS, BacMam KCNH2, thallium flux FluxOr; stronger effect = lower value; activity change, % at 1.84 µM; 340,000 compounds, 0.37% hits; AID 720551, 2013;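 active = maximum activity change below -70%; inconclusive = maximum activity change between -70% and -50%; inactive = maximum activity change above -50%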; note: % is set by controls: 0 for no effect and ±100 for the full control effect
#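 U2OS cells were transduced with wild-type KCNH2 virus (2.03 x 10^8 / mL) for 4 h at room temperature, then cultured overnight at 37 C. Thallium flux was read with FluxOr dye. Rate constants were normalized to DMSO controls.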
# A-T KAP1 phos: qHTS Assay for Identifying a Potential Treatment of Ataxia-Telangiectasia. 320,000 compounds, 0.19% hits. […] A-T fibroblasts, KAP-1 phosphorylation AlphaLISA; neocarzinostatin DNA damage 30 min before lysis. Potency, µM (series often up to 57.5 µM), inactives show top-dose activation, actives largely listed as activators; note: potency is the fitted concentration of half-maximal effect; % of control where 0% means no effect; nearly all actives have a fitted effect of over 45% in size
#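 hTERT-immortalized A-T patient fibroblasts ([…]), 500 cells/well in OPTI-MEM, 1% FBS, got compounds for 60 min, then NCS for 30 min at 37C. Lysates were then assayed for phospho-KAP-1 by AlphaLISA (anti-pKAP1 donor, anti-KAP1 acceptor beads), 6 hr at 25C.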
# TCR act: Activators of T cell receptors: qHTS campaign. AID 504894, 2011. primary human leukocytes, anti-CD3, IL-2 HTRF, 48 h. Potency, µM (series often up to 9.22 µM), for inactives: at the highest dose activation of IL-2 secretion, usual class: activators. 330,000 tested, under 10 active; note: % of control where 0% means no effect
#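 1) Mix primary human leukocytes, a-CD3 beads and compound. 2) Incubate 48 hr. 3) Add HTRF IL-2 reagents (a-IL-2-K, a-IL-2-d2).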
# TSHR antagonist: Antagonists of the Thyroid Stimulating Hormone Receptor: HTS campaign | Thyrotropin receptor (Homo sapiens), P16473 | TSHR-expressing cells, TSH-stimulated cAMP HTRF, 2 h; stronger effect = lower value | activity change, negative = inhibition, % at 11.5 µM | 330,000 compounds, 0.2% hits | AID 504810, 2011;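 active = activity change below a set negative limit, meaning inhibition stronger than a set level, cut at about -70% in these data; inconclusive = activity change between two set negative limits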; note: % is set by controls: 0 for no effect and ±100 for the full control effect
# Target sequence (P16473 whole entry, looked up): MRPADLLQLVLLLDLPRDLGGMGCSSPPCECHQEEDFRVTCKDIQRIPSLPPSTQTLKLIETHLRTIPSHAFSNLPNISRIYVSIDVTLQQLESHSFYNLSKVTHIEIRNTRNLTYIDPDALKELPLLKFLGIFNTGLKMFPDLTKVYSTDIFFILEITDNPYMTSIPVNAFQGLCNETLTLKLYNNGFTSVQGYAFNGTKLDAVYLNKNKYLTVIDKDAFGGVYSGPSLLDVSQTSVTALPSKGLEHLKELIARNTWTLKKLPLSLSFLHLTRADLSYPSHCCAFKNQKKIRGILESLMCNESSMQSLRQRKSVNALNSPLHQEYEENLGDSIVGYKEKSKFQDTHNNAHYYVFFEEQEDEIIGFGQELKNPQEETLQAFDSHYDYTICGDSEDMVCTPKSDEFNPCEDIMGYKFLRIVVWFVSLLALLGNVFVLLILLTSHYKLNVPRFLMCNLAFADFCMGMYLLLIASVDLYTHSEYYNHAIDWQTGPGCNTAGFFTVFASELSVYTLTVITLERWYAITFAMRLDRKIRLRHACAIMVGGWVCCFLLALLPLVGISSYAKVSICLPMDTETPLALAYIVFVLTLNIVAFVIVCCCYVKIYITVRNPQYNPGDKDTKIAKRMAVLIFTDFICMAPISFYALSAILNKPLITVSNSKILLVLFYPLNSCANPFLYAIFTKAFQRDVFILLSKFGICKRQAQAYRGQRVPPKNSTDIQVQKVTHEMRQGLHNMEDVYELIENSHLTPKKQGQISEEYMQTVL
#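 Cell-based HTRF cAMP assay; TSHR cells + compound, TSH EC80 (4nM final), 2 h, 37 deg C. Lysis with anti-cAMP cryptate and cAMP-d2, 30 min RT, read 665/620 nm.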
# TRPV1 ag: HTS Assay for Compounds that Act as Agonists of the Vanilloid Receptor 1. 320,000 compounds, 0.19% hits. Transient receptor potential cation channel subfamily V member 1 (Homo sapiens), Q8NER1. TRPV1-expressing cells, Fluo-8 calcium influx, agonist mode. activation, % at 8.33 µM; in the data active = activation above about 80%; inconclusive = between about 30% and that limit; note: 0% is about no effect
#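 Fluo-8 calcium influx in TRPV1-expressing cells, kinetic read (ex 480/em 520 nm). Compound added and read 3 min for agonist activity, followed by capsaicin at EC20 final and 2 min further read for enhancement.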
# KCNH2 3.1 inh: qHTS for Inhibitors of KCHN2 3.1: Mutant qHTS. 340,000 compounds, 0.95% hits. activity change, % (tested at about 1.8 µM). Potassium voltage-gated channel subfamily H member 2, brain isoform KCNH2 3.1 (human). U2OS KCNH2 3.1, thallium flux FluxOr; stronger effect = lower value;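 active = maximum activity change below -70%; inconclusive = maximum activity change from -70% to -50%; inactive = maximum activity change above -50%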;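 note: thallium influx rate constant from kinetic fluorescence after stimulation buffer; % is set by controls: 0 for no effect and ±100 for the full control effect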
#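 Kinetic fluorescence (2 min after stimulation buffer) measures Tl+ influx through KCNH2 3.1 expressed by viral transduction in U2OS cells; the rate constant is normalized against DMSO controls serving as positive and negative references.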
# USP2a inh: qHTS Assay for Inhibitors of Ubiquitin-specific Protease USP2a Using CHOP2 as the Reporter; Ubiquitin carboxyl-terminal hydrolase 2 (Homo sapiens), O75604; USP2 core, Ub-CHOP2 coupled fluorogenic reporter, 485/531; Potency, µM (series often up to 38.3 µM), for inactives: top-dose activity change, negative = inhibition, usual class: inhibitors; 330,000 compounds, 0.01% hits;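 note: potency is the fitted concentration of half-maximal effect; plate controls were DMSO wells for no effect and full inhibition by NEM control for full effect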
#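 USP2 core (10nM final) preincubated 30min RT with compound in 20mM Tris-HCl pH 8.0, 2mM CaCl2, 2mM beta-mercaptoethanol, 0.05% CHAPS; 25nM Ub-CHOP2 plus 25nM reporter substrate added, fluorescence (Ex485/Em531) read after 60min.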
# Eya2 inh: qHTS Assay for Inhibitors of the Phosphatase Activity of Eya2 | recombinant Eya2, OMFP fluorescence dephosphorylation (OMFP is methylfluorescein phosphate) | AID 488837, 2010 | Potency, µM (highest dose often 76.9 µM), without a hit: at the highest dose activity, negative = inhibition, hits mostly inhibitors | 330,000 compounds, 0.006% hits; note: potency is the fitted concentration of half-maximal effect; % is set by controls: 0 for no effect and ±100 for the full control effect
#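 Eya2 protein (added as 0.2 uM solution) was preincubated with compound for 10 min at ambient temperature in 50 mM HEPES pH 7.5, 50 mM NaCl, 5 uM MgCl2, 0.05% BSA, 1 mM DTT. OMFP (added at 50 uM) then reacted 10 min; fluorescence read at 485/525 nm.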
# Mito fusion act: qHTS Assay for Small Molecule Inhibitors of Mitochondrial Division or Activators of Mitochondrial Fusion; S. cerevisiae fusion-defective mutant growth rescue, CellTiterGlo 48 h; Potency, µM (doses to about 46.1 µM), without a hit: top-dose growth rescue (activation), actives largely listed as activators; 320,000 compounds, 0.23% hits; AID 485298, 2010;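 note: potency is the fitted concentration of half-maximal effect; % of control where 0% means no effect; nearly all actives have a fitted effect of over 45% in size; temperature-sensitive fusion mutants such as fzo1-1 at 37 °C on non-fermentable ethanol glycerol medium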
#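 Luminescent cell viability in 1536-well qHTS format served as the measure of rescued growth in ts fusion-mutant S. cerevisiae cultured on non-fermentable YPEG for 48 hours at 37C.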
# Numbers without * were called inactive; ? = inconclusive; . = no result given; [ ] = another dose, or the depositor's remark. Unless noted, calls come from the whole dose curve; as a rule, active = well fitted curve in the direction sought with a large enough effect; inconclusive = small, poorly fitted or top-dose-only effect, or another doubt; inactive = no such curve, though single readings can be large; an effect the other way counts as inactive or inconclusive. Only part of the results is shown. The share of hits here may be higher or lower than overall.
SMILES,ELG1 DNA repair,KCNH2 WT inh,A-T KAP1 phos,TCR act,TSHR antagonist,TRPV1 ag,KCNH2 3.1 inh,USP2a inh,Eya2 inh,Mito fusion act
O=C(CCCc1ccccc1)Nc1ccccc1[N+](=O)[O-],?,-3,3%,.,0,24,-2,-1%,0%,3%
COc1cc(C2CC(=O)N3CN(Cc4ccccc4)CSC3=C2C#N)ccc1OCc1ccccc1 (stereo not drawn),-24%,6,5%,1%,-14,.,1,-3%,9%,10%
Oc1c(Br)cc(Cl)cc1C=Nc1ccc(N2CCOCC2)cc1,?,-5,0%,0%,-25,-4,-18,1%,3%,0%
O=C(CSc1ccc2ccccc2c1)N1CCN(c2ccc(O)cc2)CC1,?,4,25µM*,-5%,1,20,-1,2%,-3%,16%
CN(C)C(=O)c1ccc(NC(=O)COC(=O)Cn2cc(C(F)(F)F)ccc2=O)cc1,?,-15,-3%,0%,15,-1,12,1%,-16%,3%
Cc1ccc(C)c(NC(=O)CCCCCCCCCCC2COCCO2)c1 (stereo not drawn),-11%,1,8%,-7%[46.1 µM],0,3,1,6%,5%,-5%
CSc1nsc(NC(=O)OCc2ccc(Cl)cc2)n1,11%,1,-3%,.,-43,6,17,-1%,0%,-9%
CSc1sc(C(=O)NCC2CC2)cc1S(=O)(=O)C(C)C,1%,-5,-3%,-1%,-5,2,2,4%,3%,-2%
COC(=O)c1sccc1NC(=O)CN(C)NS(=O)(=O)c1ccc(F)cc1,25%,3,-4%,-6%,21,5,-2,1%,-2%,-1%
N#CC1(c2ccccc2)CCC(NCCc2ccccc2)CC1 (stereo not drawn),-2%,16,-2%,3%,13,-3,-42,0%,-6%,-22%
Cc1cccc(N2CCN(C(=O)c3ccc(CS(=O)Cc4ccc(Cl)cc4)o3)CC2)c1C (stereo not drawn),?,-6,2%,-2%,-6,6,4,0%,-11%,-15%
COc1ccc(N2CC(C(=O)OCC(=O)c3cccc(OC)c3)CC2=O)cc1 (stereo not drawn),0%,4,5%,-1%,12,?,4,2%,-2%,0%
NC(=O)c1cc(C(N)=O)nc(Cl)n1,11%,-1,3%,4%,-6,2,6,-2%,17%,-7%
Cc1ccc(C)c(NC(=O)C2C3C=CC(O3)C2C(=O)O)c1 (stereo not drawn),10%,-3,13%,.,3,1,5,-2%,-8%,0%
CC(=O)c1cn(CC(=O)NCC2CCCO2)c2ccccc12 (stereo not drawn),0%,-8,5%,-7%,-3,1,-16,8%,13%,-1%
Cc1nc(NC(=O)/C=C/c2ccccc2)sc1C(=O)N(C)C,?,-1,-6%,0%[46.1 µM],5,1,-5,-1%,-3%,-4%
COc1ccc(CCC(=O)NCc2ccccc2OC)cc1,-9%,9,-2%,4%,3,10,1,0%,4%,6%
CC1CC(C)CN(c2nc(N(C)c3ccccc3)nc(N)c2[N+](=O)[O-])C1 (stereo not drawn),?,-12,1%,3%,-11,29,0,2%,-13%,-4%
CCCCc1ccc(-c2csc(/C(C#N)=C\c3ccco3)n2)cc1,-1%,3,16%,0%[46.1 µM],6,0,-40,0%,-1%,-1%
COc1ccc(CN(C)C(=O)c2ccncc2)c(OC)c1,14%,-12,10%,-16%,11,1,-9,0%,6%,-2%
CCOC(=O)C(=O)NN=C(c1ccccc1)c1ccccc1,-13%,2,5%,1%,-12,19,-11,3%,10%,0%
CN=c1sc(C(=O)Nc2cccc(Cl)c2)cc(=O)n1C,0%,-12,0%,-3%[46.1 µM],-1,3,-11,0%,3%,6%
COc1ccccc1-n1cnnc1SC(C)C(=O)NCC1CCCO1 (stereo not drawn),5%,-21,-1%,-5%,13,0,4,1%,3%,-2%
CC(=O)n1nc(-c2ccc(C)cc2)nc1NCc1ccc(F)cc1,?,6,5%,8%,-19,4,2,1%,6%,0%
CCOc1ccc(NC(=O)CN(C)S(=O)(=O)c2cccs2)cc1,?,0,1%,-2%,-5,4,4,1%,7%,-2%

# Remaining list, next part.
SMILES,ELG1 DNA repair,KCNH2 WT inh,A-T KAP1 phos,TCR act,TSHR antagonist,TRPV1 ag,KCNH2 3.1 inh,USP2a inh,Eya2 inh,Mito fusion act
CN(C)N1C(N)=C(C#N)C(c2ccc(Br)cc2)C2=C1CC(C)(C)CC2=O (stereo not drawn),24%,-6,-2%,-1%,-1,14,20,-2%,-6%,-4%
CC(=O)c1ccc(N2CCN(C(=O)C3CCCN(c4ncnc5c4nc4n5CCCCC4)C3)CC2)cc1 (stereo not drawn),2.3µM*,3,6%,-19%,-20,13,-2,0%,10%,-1%
CCOC(=O)C(CC)Sc1ccc2nnc(-c3cccnc3)n2n1 (stereo not drawn),-8%,1,-1%,.,6,5,-5,9%,3%,-1%
Cc1ccc(C(CC(=O)N2CCOCC2)c2ccco2)cc1 (stereo not drawn),-7%,-2,0%,8%,9,7,-1,3%,-21%,-1%
CC(OC(=O)Cn1[nH]c(=O)c2ccccc2c1=O)C(=O)Nc1ccccc1[N+](=O)[O-] (stereo not drawn),15%,-5,4%,1%,-4,-3,-7,1%,7%,-2%
Cc1ccc(S(=O)(=O)c2ccc(NN)cc2)cc1,-7%,-2,4%,-1%,-10,-2,0,-3%,-2%,1%
CCN1CCN(c2nc3c(c(=O)n(C)c(=O)n3C)n2CCSc2nccc(C)n2)CC1,-8%,3,5%,-3%,-6,-1,11,1%,10%,2%
CC(C)[C@H](NC(=O)CCCn1nnc2ccccc2c1=O)C(=O)O,?,-5,-4%,-10%,6,2,-16,1%,-2%,6%
Cn1c(CCC(N)=O)nnc1SCC(=O)Nc1cc(S(=O)(=O)N2CCCC2)ccc1Cl,11%,6,0%,8%,13,1,-13,5%,-27%,5%
COc1ccc(NC(=O)c2oc3ccccc3c2NC(=O)C2CCCO2)cc1OC (stereo not drawn),?,3,4%,4%,-4,-10,-10,-6%,6%,-4%
C[C@H]1CN([C@@H](C)CO)C(=O)Cc2cc(NC(=O)CCC(F)(F)F)ccc2O[C@H]1CN(C)S(C)(=O)=O,12%,-3,1%,-4%,16,.,8,4%,-6%,.
COc1ccc(-c2csc(NC(=S)NC(=O)c3cc4ccccc4o3)n2)cc1Br,?,-14,-1%,4%,7,-2,1,3%,5%,-6%
CC(=O)Nc1ccc(NC(=O)C(=O)NCC(c2ccco2)N2CCc3ccccc3C2)cc1 (stereo not drawn),-22%,5,1%,0%,-5,0,21,-2%,4%,0%
CC1CCCN(CCCNC(=O)c2cn(C)c3ccc(S(=O)(=O)N(C)C4CCCCC4)cc3c2=O)C1 (stereo not drawn),10%,-7,-2%,-2%,-8,2,-17,2%,2%,2%
O=C(CCN1C(=O)C2C3CCC(C3)C2C1=O)Nc1ccccc1Cl (stereo not drawn),-18%,-6,5%,3%,4,-3,-8,0%,4%,-2%
O=C(O)CCC(=O)Nc1ccc(N=Nc2ccccc2)cc1,?,1,2%,4%,-9,1,13,-1%,-1%,6%
COc1ccc(-c2csc(NC(=O)c3cc(C)oc3C)n2)cc1OC,18µM*,5,8%,-1%,-15,3,1,-1%,-4%,-7%
O=C(NCc1ccco1)C1Cc2cc(Cl)ccc2O1 (stereo not drawn),4%,-1,2%,2%,-7,6,-4,3%,-3%,1%
Cc1ccccc1CNC(=O)CC1C(=O)NCCN1CC1CCCCC1 (stereo not drawn),0%,-1,-1%,-3%,-8,-1,-1,7%,-10%,2%
C=CCn1c(=O)c(C(=O)NCc2ccc3c(c2)OCO3)c(O)c2ccccc21,-7%,-11,-12%,-3%,-10,1,-4,5%,-11%,3%
Cc1cc(C)c(NC(=O)CC(C)(C)C)c(Cl)c1,?,-11,20%,4%,19,-3,5,3%,11%,13%
Cc1cccc(N=Cc2cc3c(cc2[N+](=O)[O-])OCO3)c1,-4%,-3,-4%,.,-9,1,-5,0%,4%,-5%
CCCCOP(=O)(c1ccc(N(C)C)cc1)C(O)c1cc(OC)c(OC)c(OC)c1 (stereo not drawn),-4%,-4,3%,-6%,0,-1,-5,-2%,2%,-1%
